Bioassay records from PubChem.
MrgX1 agonist – agonists of human MrgX1 receptor; MrgX1-HEK293 cells, Fluo-4 calcium fluorescence, agonist mode; stronger effect = higher value; B-score at 10 µM; 0.44% of 310,000 active; AID 588627;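 active means calcium response B-score plate-corrected fluorescence ratio at least 3 library SD, with starting fluorescence B-score inside 5 SD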
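Test system: HEK293 cells stably expressing human MrgX1 receptor; amount: 15,000 cells per well; doses: compound delivered in addition one of three; times: overnight plating before 1 h dye loading; detection: Fluo-4 NW calcium-flux fluorescence, kinetic read; read-out basis: B-scored fluorescence response ratio; controls: positive and negative controls per plate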
TRPC6 act – activators of mouse TRPC6 channel. Q61143. HEK293-TRPC6 membrane potential dye fluorescence; stronger effect = higher value. B-score at 10 µM. 0.13% of 310,000 active;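 active means B-score of the integrated fluorescence ratio above library mean plus 3 SD, and starting fluorescence ratio within library mean plus 5 SD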;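 further: higher score means more depolarization so channel activation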
Platelet DG rel – platelet dense granule release activity. 0.22% of 300,000 active. AID 1663. inhibition, %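 (compounds screened at 7.5 µM in platelet-rich plasma)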. human platelet-rich plasma, SFLLRN dense granule ATP release, luminescence;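 active means mean replicate score, as percent of positive control, at or above 50; inconclusive means mean below 50 but at least one replicate at or above 50; inactive means mean and every replicate below 50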
RGS4 block – inhibitors of human RGS4; AID 463165; P49798; HEK293 M3R/RGS4 inducible, Fluo-4 calcium flux; stronger effect = higher value; triggered by carbachol at its EC20; 0.45% of 310,000 active; B-score at 10 µM;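 active means B-score, a plate-corrected calcium signal, over three deviations above library mean, with baseline fluorescence within five deviations of library mean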;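 further: RGS4 expression induced by doxycycline in cells with stable M3 receptor; B-score is computed from the integrated fluorescence ratio over baseline after carbachol; higher B-score means a larger calcium signal and so more RGS4 inhibition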
TRPC6 inhibitor – mouse TRPC6 channel inhibition. Q61143. HEK293-TRPC6, membrane potential dye, ACh-evoked depolarization; stronger effect = lower value. B-score at 10 µM. 1.1% of 310,000 active. AID 2553;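 active means B-score under library mean minus 3 SD, initial fluorescence not abnormally high, positive integrated signal ratio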;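 further: B-score derived from integrated fluorescence ratio over the kinetic read; more negative B-score means stronger inhibition of depolarization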
HIF activator – HIF pathway transcriptional activation; U2OS HRE-luciferase reporter, luminescence; normalized: DMSO 0%, desferrioxamine 100%; activation, % at 7.5 µM (by protocol); 0.32% of 300,000 active; AID 1910;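 active means mean activation of at least 10% of the iron chelator positive control signal, with at least half of replicates also reaching 10%; inconclusive means mean and replicate majority disagree about reaching 10%; inactive means mean and most replicates under 10%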
RGS4 act – potentiators or activators of RGS4 | HEK293 M3R/inducible RGS4, carbachol calcium flux Fluo4; stronger effect = lower value | B-score at 10 µM | 0.92% of 310,000 active | AID 463111;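 active means B-score of the integrated calcium signal more than 4 SD below the library mean, with starting fluorescence not abnormally high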;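 further: negative B-score means reduced calcium response which marks RGS4 activation or potentiation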
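Test system: HEK293 cells with stable M3R and inducible RGS4; also added: carbachol at ECmax as muscarinic agonist stimulus; schedule: dye loading 30 min 37 °C, buffer rest 30 min RT; technique: kinetic calcium fluorescence imaging with Fluo4-AM dye, 2 µM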
MrgX1 antagonist – blocks BAM8-22 activation of human MrgX1 receptor; 1.3% of 310,000 active; B-score at 10 µM; MRGX1-HEK293 calcium flux, Fluo-4, BAM8-22 antagonism; stronger effect = lower value; AID 588676; Q96LB2;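 active means calcium-response B-score plate-corrected more than 3 library SD below zero, starting fluorescence within 5 deviations, no agonist response on first addition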;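 further: peak minus trough fluorescence over baseline after final BAM8-22 challenge near maximal dose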
TRPC4 block – inhibitors of mouse TRPC4 channel. Q9QUQ5. HEK293 TRPC4beta/mu-opioid, DAMGO-evoked Fluo4 calcium flux; stronger effect = lower value. B-score at 10 µM. 0.39% of 300,000 active. AID 2247;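 active means B-score over 3 SD under the library average, no early fluorescence shift, positive overall ratio signal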
Target sequence (Q9QUQ5 whole entry, looked up): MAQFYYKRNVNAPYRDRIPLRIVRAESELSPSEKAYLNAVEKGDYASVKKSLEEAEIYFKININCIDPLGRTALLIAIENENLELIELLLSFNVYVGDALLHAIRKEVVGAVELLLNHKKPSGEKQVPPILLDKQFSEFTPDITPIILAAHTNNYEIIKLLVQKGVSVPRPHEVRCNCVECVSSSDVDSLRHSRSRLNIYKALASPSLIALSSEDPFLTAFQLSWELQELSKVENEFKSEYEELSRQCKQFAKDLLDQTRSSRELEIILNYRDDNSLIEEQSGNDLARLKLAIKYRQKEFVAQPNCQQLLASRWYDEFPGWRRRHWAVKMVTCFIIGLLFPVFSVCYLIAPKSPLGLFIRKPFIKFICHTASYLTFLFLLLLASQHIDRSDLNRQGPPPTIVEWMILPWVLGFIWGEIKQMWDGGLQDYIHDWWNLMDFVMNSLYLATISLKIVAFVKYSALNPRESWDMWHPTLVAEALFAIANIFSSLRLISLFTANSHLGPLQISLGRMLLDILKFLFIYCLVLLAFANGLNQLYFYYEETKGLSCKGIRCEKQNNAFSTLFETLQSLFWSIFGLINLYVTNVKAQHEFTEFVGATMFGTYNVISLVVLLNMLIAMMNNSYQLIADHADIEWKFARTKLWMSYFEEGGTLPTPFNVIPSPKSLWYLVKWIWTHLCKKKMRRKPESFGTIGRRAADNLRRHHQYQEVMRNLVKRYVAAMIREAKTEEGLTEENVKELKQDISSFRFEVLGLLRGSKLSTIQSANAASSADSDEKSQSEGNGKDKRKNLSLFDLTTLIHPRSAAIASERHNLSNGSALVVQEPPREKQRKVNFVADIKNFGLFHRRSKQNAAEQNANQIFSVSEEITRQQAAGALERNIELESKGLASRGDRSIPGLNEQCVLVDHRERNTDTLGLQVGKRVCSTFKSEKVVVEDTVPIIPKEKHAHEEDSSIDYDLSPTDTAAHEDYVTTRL
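Assay system: HEK293 cells with stable TRPC4beta plus mu-opioid receptor expression. Dosing: single dose. Measured by: Fluo4 Ca2+ flux fluorescence. Also added: DAMGO in two steps, submaximal then maximal. Read-out: B score from integrated Fluo4 fluorescence ratio.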
MrgX1 allo act – allosterically activates human MrgX1 receptor signaling; MrgX1-HEK293, Fluo-4 calcium flux, FDSS; stronger effect = higher value; B-score at 10 µM; 0.63% of 310,000 active; Q96LB2;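 active means plate-corrected calcium response at least 3 library SD above typical, normal starting fluorescence, not activating the receptor alone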;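 further: compound read alongside a low EC10 to EC30 dose of BAM8-22 agonist; peak minus trough fluorescence over baseline measured at the second addition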
SKKanGAS inh – inhibitors of SKKanGAS S. pyogenes growth in kanamycin (SK-promoter or general growth effect); BacTiter-Glo, 6 h; inhibition, % at 7.5 µM; 1.3% of 300,000 active;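 active means mean replicate score, as percent of positive control median, at least 50; inconclusive means mean below 50 but one replicate at or above 50; inactive means mean and every replicate below 50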;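 further: strain carries kanamycin resistance gene driven by streptokinase promoter and grows in 40 µg/ml kanamycin; loss of luminescence reflects streptokinase promoter inhibition or plain growth inhibition; 0% = median of DMSO wells and 100% = positive control at its reference dose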
The depositor's hits bear a star; i = inactive; ? = inconclusive; · = not tested or not shown.

Every second line gives: TRPC6 act	MrgX1 agonist	Platelet DG rel	MrgX1 antagonist	TRPC4 block	SKKanGAS inh	TRPC6 inhibitor	RGS4 act	MrgX1 allo act	HIF activator	RGS4 block
CCc1ccc(N(CC(=O)NCc2ccc(F)cc2)C(=O)c2csnn2)cc1
  i	i	20	i	i	-2	i	i	i	1.2	i
CCCCCC(=O)Nc1nnc(CCc2ccccc2)s1
  i	i	12	i	i	4	i	i	i	1.2	i
CCOC(=O)c1cnc2c(-c3ccccc3)c(C)nn2c1N
  i	i	-5	i	i	-3	i	i	i	2.0	i
COc1ccc(C2=NC(C(F)(F)F)(C(F)(F)F)c3c(n(C)c(=O)n(C)c3=O)N2)cc1
  i	i	-2	i	i	1	i	i	i	-0.1	i
CCOCCCNC(=O)/C(C#N)=C/c1ccc([N+](=O)[O-])o1
  i	i	10	i	i	4	i	i	8.4*	0.8	8.1*
Cc1nn(CCCC(=O)NCc2ccc(Cl)cc2)c(C)c1[N+](=O)[O-]
  i	i	0	i	i	0	i	i	i	0.2	i
CC(C)Cc1n[nH]c(=O)c2c1nnn2Cc1ccccc1F
  i	i	7	i	i	1	i	i	i	-0.7	i
S=C(Nc1ccccc1)Nc1ccc(Cl)cc1Cl
  i	i	·	i	i	0	i	i	i	-0.6	i
COC(=O)CC1(c2cccc3ccccc23)C(=O)c2ccccc2C1=O
  i	i	-5	i	i	0	i	i	i	0.0	i
COCc1c(C(=O)OCC(=O)NCCN2C(=O)CSC2=O)oc2ccccc12
  i	i	3	i	i	5	i	i	i	-0.3	i
Cc1ccnc(NS(=O)(=O)c2ccc(NC(=O)CSc3nc(-c4ccccc4)cc(=O)[nH]3)cc2)n1
  i	i	3	i	i	0	i	i	i	0.0	i
Cn1c(N)c(C(=O)COC(=O)/C=C/c2ccc(OC(F)F)cc2)c(=O)n(C)c1=O
  i	i	-1	i	i	?	i	i	i	0.3	i
COCCCNC(=O)c1ccccc1-c1cc(C)no1
  i	i	-18	i	i	-13	i	i	i	-0.9	i
COc1ccc(OC)c(C(=O)c2ccccn2)c1
  i	i	21	i	i	-1	i	i	i	-0.8	i
Cc1cccc(NC(=O)C2CC(=O)N(c3ccccc3)C2)c1C (centres undefined)
  i	i	-7	i	i	1	i	i	i	-0.2	i
COc1ccccc1C(C)NS(=O)(=O)c1ccc(Cl)nc1 (centres undefined)
  i	i	-2	i	i	-1	i	i	i	-1.6	i
COCCNC(=O)c1ccc(CS(=O)(=O)c2c(Cl)cccc2Cl)o1
  i	i	2	i	i	-5	i	i	i	0.2	i
Nc1ccc(-c2nc3ccc([N+](=O)[O-])cc3[nH]2)cc1
  i	i	9	i	i	0	i	i	i	1.6	i
N#CC(C#SN)=C1CCCCC1
  i	i	-10	i	i	21	i	i	i	-41	i
O=C(NCC(c1ccco1)N1CCc2ccccc2C1)c1cccc([N+](=O)[O-])c1 (centres undefined)
  i	i	4	i	i	1	i	i	i	-1.3	i
CC(SCc1ccccc1)C(=O)N/N=C/c1cccs1 (centres undefined)
  i	i	5	i	i	-9	i	i	i	0.4	i
C=CC(=C)CC(NC)c1ccccc1 (centres undefined)
  i	i	25	i	i	·	i	i	i	-0.5	i
Cc1nc2ccccn2c1C(=O)/C=C/c1ccc(F)cc1
  i	i	2	i	i	3	i	i	i	6.3	i
O=C(Nc1cccc(C(=O)O)c1)/C(=C\C=C\c1ccccc1)NC(=O)c1ccccc1
  i	i	-4	i	i	4	i	i	i	-0.3	i
CC(/C=C1\SC(=O)N(CC(=O)Nc2cccc(O)c2)C1=O)=C\c1ccccc1
  i	i	2	i	i	36	i	i	i	0.2	i
CC(=O)c1cccc(NC(=O)Nc2ccc3c(c2)N(C)C(=O)CS3)c1
  i	i	-13	-9*	i	12	i	i	i	1.1	i
Cc1ccccc1CCN(CC(=O)NC1CCCCC1)C(=O)c1csnn1
  i	i	-1	i	i	3	i	i	i	-0.3	i
C=C(C)CSc1nc2ncc(Cl)cc2[nH]1
  i	i	6	i	i	4	i	i	i	0.5	i
CC(C)c1ccc(-c2nn[nH]n2)cc1
  i	i	-1	i	i	9	i	i	i	1.7	i
O=C(O)c1nn(-c2ccccc2C(F)(F)F)cc1O
  i	i	-9	i	i	-10	i	i	i	-0.1	i
COc1ccc(C(=O)NCc2ccccc2)cc1S(=O)(=O)N1CCCc2ccccc21
  i	i	3	i	i	2	i	i	i	-0.3	i
CCOC(=O)c1ccc(NC(=O)N2CCN(S(C)(=O)=O)CC2)cc1
  i	i	8	i	·	-1	i	i	i	1.7	i
O=C(COC(=O)c1cc([N+](=O)[O-])ccc1NCc1ccccc1Cl)NCC(F)(F)F
  i	i	-29	i	i	2	i	i	i	-2.4	i
Cc1cccc(C)c1NC(=O)C(C)Sc1nnc(C)n1CC1CCCO1 (centres undefined)
  i	·	1	·	i	3	i	i	·	0.2	i
Cc1ccc(S(=O)(=O)N(CC(=O)N2CCOCC2)c2ccccc2F)cc1
  i	i	5	i	i	0	i	i	i	-0.2	i
O=C(CN1CCN(Cc2ccccc2)CC1)N/N=C\C=C/c1ccco1
  i	i	10	i	i	0	i	i	i	-0.1	i
COc1ccc(O)c(/C=N/NC(=O)CCC(=O)Nc2ccc(F)cc2)c1
  i	i	-9	i	i	-2	i	i	i	0.9	i
CCOC(=O)N1CCN(CC(=O)Nc2ccc(C)c(Br)c2)CC1
  i	i	-1	i	i	-3	i	i	i	-0.4	i
O=C(Nc1ccc([N+](=O)[O-])cn1)c1cc(-c2cccc(Cl)c2)nc2ccccc12
  i	i	-5	i	i	9	i	i	i	-0.1	i
CCCCSc1nc2sc3c(c2c(=O)n1-c1ccc(OC)cc1)CCN(C)C3
  i	·	-4	·	i	24	i	i	·	-1.0	i
C=CCn1c(SCC(=O)NCC2CCCO2)nnc1C1CCCCC1 (centres undefined)
  i	i	-3	i	i	-4	i	i	i	0.4	i
O=C(CC1C(=O)NCCN1C(=O)Nc1ccc(F)cc1F)Nc1cc(Cl)ccc1Cl (centres undefined)
  i	i	9	i	i	1	i	i	i	-0.9	i
O=C(NS(=O)(=O)c1ccccc1)c1ccccc1
  i	i	-2	i	i	-10	i	i	i	-0.8	i
CCOc1ccc2nc(NC(=O)CN3C(=O)C4CCCCC4C3=O)sc2c1 (centres undefined)
  i	i	3	i	i	2	i	i	i	0.5	i
CCOc1ccc(/C=C/C(=O)N(C)CC(=O)Nc2cccc(F)c2)cc1OCC
  i	i	-3	i	i	-7	i	i	i	0.8	i
Clc1cccc(Cl)c1CON/C=N/c1ncnc2sccc12
  i	i	-17	i	i	30	i	i	i	1.2	i
c1ccc(Cn2cc(CN3CCCO3)c(-c3ccc4c(c3)OCO4)n2)cc1
  i	i	-15	i	i	-5	i	i	i	0.4	i
CC(=O)c1sc2nc(CSc3nncn3C)[nH]c(=O)c2c1C
  i	i	-9	i	i	8	i	i	i	-0.1	i
COc1ccc(C(C(=O)NC2CCCCC2)N(C(=O)c2sc(C)nc2C)c2ccc(OC)cc2)cc1 (centres undefined)
  i	i	6	i	i	2	i	i	i	1.0	i
COc1ccc(C(C)C)cc1S(=O)(=O)N1CCN(c2ccccc2)CC1
  i	i	-3	i	i	18	i	i	15*	0.3	i
CCc1ccc(NC(=S)N(Cc2ccc(Cl)cc2)Cc2ccc(C(=O)O)cc2)cc1
  i	i	0	i	i	4	i	i	i	2.5	i
O=C(NCCN1CCOCC1)c1cc(-c2cccc(Cl)c2)on1
  i	i	-4	i	i	-5	i	i	i	-0.3	i
CC(C)c1csc(CN2CCN(Cc3ccc(F)cc3)C(CCO)C2)n1 (centres undefined)
  i	i	-2	i	i	-6	i	i	i	-0.4	i
NC(=O)Cn1cc(/C=N\NS(=O)(=O)c2ccc(Cl)cc2)c2ccccc21
  i	i	-8	i	i	24	i	i	i	-0.3	i
O=S(=O)(NCc1nnc2c(C(F)(F)F)cc(Cl)cn12)c1ccccc1
  i	i	4	i	i	?	i	i	i	?	i
CC(C)NC(=O)CN(C(=O)CCC(=O)Nc1nccs1)c1ccc(C(C)C)cc1
  i	i	-5	i	i	12	i	i	i	-0.3	i
Cc1cccc(N2CCN(C(=S)NCc3ccco3)CC2)c1C
  i	i	1	i	i	22	i	i	i	0.6	i
CC(=O)OC(C(=O)Nc1ccccc1)C(C)S(=O)(=O)c1ccccc1 (centres undefined)
  i	i	6	i	i	-5	i	i	i	-0.2	i
Cc1ccc(C(=O)N(CC(=O)NC2CCCC2)c2cccc(F)c2)s1
  i	i	-12	i	i	-19	i	i	i	-9.8	i
Cc1ccc(-c2nc3ccccc3s2)cc1NC(=S)NC(=O)c1cccc2ccccc12
  i	i	-2	i	i	7	i	i	i	4.0	i

Next entries follow:
Every second line gives: TRPC6 act	MrgX1 agonist	Platelet DG rel	MrgX1 antagonist	TRPC4 block	SKKanGAS inh	TRPC6 inhibitor	RGS4 act	MrgX1 allo act	HIF activator	RGS4 block
COc1cc(NC(=S)NCc2ccc(S(N)(=O)=O)cc2)cc(OC)c1
  i	i	5	i	i	3	i	i	i	0.1	i
CCOc1ccccc1-n1nnnc1SCC(=O)Nc1cc(C)on1
  i	i	-11	i	i	-9	i	i	i	-0.6	i
CCOC(=O)CNC(=O)c1ccc(OCC(F)(F)F)cc1
  i	i	16	i	i	0	i	i	i	1.1	i
CCc1ccc(-c2cc(C(=O)Nc3c(C)n(C)n(-c4ccccc4)c3=O)c3ccccc3n2)s1
  i	i	2	i	i	13	i	i	i	0.6	i
Cc1nnc(SCC(=O)NC(C)(C)C)n1NCc1ccc(Cl)cc1
  i	i	·	i	i	·	i	i	i	·	i
COC(=O)[C@@H]1C[C@@]2(O)[C@@H](O)[C@@H](O)[C@@H](O)C[C@H]2N1Cc1ccc(-c2ccccc2)cc1
  i	i	2	i	i	3	i	i	i	4.8	i
Cc1ccc(C)c(-n2nnnc2SCC(=O)NNC(=O)c2ccco2)c1
  i	i	0	i	i	-3	i	i	i	-0.5	i
COc1ccc(CNC(=O)Cn2nnc3ccccc3c2=O)cc1
  i	i	2	i	i	-10	i	i	i	0.6	i
